Screening results: PubChem, several laboratories
hcDAF-12 act = activators of H. contortus DAF-12 nuclear receptor | 370,000 compounds, 1.4% hits | HEK293 hcDAF-12 lit1-tk-luc reporter, luminescence; 0% DMSO, 100% Δ7-dafachronic acid | AID 652067 | activation, % at 6.8 µM;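 active = activation above the mean of all tested compounds plus 3 SD, cut at about 5.5% in these data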;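 note: 100% = response to 3 µM Δ7-dafachronic acid high control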
SMARCA2 act = activators of SMARCA2 function. activation, % at 9.1 µM. MG213 cells, MMTV-luciferase reporter, dexamethasone, overnight. 370,000 compounds, 1% hits. AID 652017; in the data active = activation above about 7.8%;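 note: 0% = vehicle wells and 100% = reference activator wells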
NR1D1 modulator = Rev-erb alpha (human) modulation; P20393; Rev-erbα–FITC-DNA binding, fluorescence polarization, 90 min; activity, % at 10 µM; 370,000 compounds, 0.79% hits;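 active = activity above about 14%, limit read from the data; passing the limit was not always enough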;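 note: 0% = DMSO wells with 35 nM protein and 100% = DMSO wells with 750 nM protein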
PG9 binder = small molecules binding HIV-1 gp120 antibody PG9. TR-FRET gp120-PG9 antibody binding. 360,000 compounds, 0.43% hits. inhibition, % at 6.7 µM; in the data active = inhibition above about 8.5%
PLC-beta3 inh = blocks human PLC-beta3 enzyme activity. Purified PLC-beta3, fluorogenic substrate, fluorescence. Q01970. inhibition, % at 12.2 µM. 370,000 compounds, 0.18% hits; in the data active = inhibition above about 11%;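 note: 0% = median of compound wells on plate and 100% = full blocker control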
ssDAF12 agonist = activators of S. stercoralis DAF-12 nuclear receptor | 370,000 compounds, 1% hits | HEK293 ssDAF-12/GRIP1 lit1-tk-luc reporter, luminescence; % of 3 µM dafachronic acid response | activation, % at 6.8 µM;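 active = activation above the mean over all tested compounds plus 3 SD, cut at about 0.9% in these data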;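 note: 0% = DMSO-only wells and 100% = 3 µM delta7-dafachronic acid wells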
DAX1 inh-1 = blocks DAX1 repression of SF-1 activated StAR promoter | 370,000 compounds, 1.1% hits | HEK293T StAR-luciferase reporter, SF-1/DAX-1 repression relief | inhibition, % at 6.8 µM | AID 652010;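 active = inhibition above the mean over all tested compounds plus 3 SD, cut at about 3.6% in these data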;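 note: 0% = DAX-1 cells with DMSO and 100% = cells lacking DAX-1 with DMSO; higher inhibition means more luminescence from relief of DAX-1 repression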
DAX1 inh-2 = inhibitors of human orphan nuclear receptor DAX1 (NR0B1) | AID 504766 | 340,000 compounds, 0.99% hits | HEK293 Gal4-DAX1 luciferase reporter, luminescence | inhibition, % at 6.75 µM;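 active = inhibition above the mean over all tested compounds plus 3 SD, cut at about 4.2% in these data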;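 note: 0% = DAX1-transfected cells with DMSO and 100% = empty-vector control cells with DMSO; inhibition shows as a rise in luminescence from relieved DAX1 repression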
Target sequence (P51843 207-470 limits assumed): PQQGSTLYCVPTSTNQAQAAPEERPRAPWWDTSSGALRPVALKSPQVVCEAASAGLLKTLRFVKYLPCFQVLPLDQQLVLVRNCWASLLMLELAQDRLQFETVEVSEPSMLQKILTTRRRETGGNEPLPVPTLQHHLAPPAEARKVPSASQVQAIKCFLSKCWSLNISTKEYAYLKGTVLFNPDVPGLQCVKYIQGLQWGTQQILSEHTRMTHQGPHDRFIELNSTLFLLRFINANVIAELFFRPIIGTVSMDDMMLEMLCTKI
hgDAF-12 ag = agonists of H. glycines DAF-12 nuclear receptor; 370,000 compounds, 1.8% hits; HEK293 GAL4-hgDAF12 UAS-luciferase reporter, agonist luminescence; normalized to butyrate control; activation, % at 6.8 µM;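 active = activation above a cutoff set at the mean of all screened compounds plus 3 SD, cut at about 10% in these data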;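 note: 0% = DMSO wells and 100% = sodium butyrate wells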
sPLA2-III inh = Inhibits HGIII-sPLA2 liposome hydrolysis, primary screen. Q9NZ20. QFRET BODIPY PC-A2 liposome hydrolysis, fluorescence. inhibition, % at 12.2 µM. 370,000 compounds, 0.56% hits;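 active = inhibition above mean plus 3 SD of compounds lying within the high and low control bounds, cut at about 19% in these data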;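 note: 0% = median of test compound wells and 100% = no enzyme DMSO wells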
Target sequence (Q9NZ20 whole entry, looked up): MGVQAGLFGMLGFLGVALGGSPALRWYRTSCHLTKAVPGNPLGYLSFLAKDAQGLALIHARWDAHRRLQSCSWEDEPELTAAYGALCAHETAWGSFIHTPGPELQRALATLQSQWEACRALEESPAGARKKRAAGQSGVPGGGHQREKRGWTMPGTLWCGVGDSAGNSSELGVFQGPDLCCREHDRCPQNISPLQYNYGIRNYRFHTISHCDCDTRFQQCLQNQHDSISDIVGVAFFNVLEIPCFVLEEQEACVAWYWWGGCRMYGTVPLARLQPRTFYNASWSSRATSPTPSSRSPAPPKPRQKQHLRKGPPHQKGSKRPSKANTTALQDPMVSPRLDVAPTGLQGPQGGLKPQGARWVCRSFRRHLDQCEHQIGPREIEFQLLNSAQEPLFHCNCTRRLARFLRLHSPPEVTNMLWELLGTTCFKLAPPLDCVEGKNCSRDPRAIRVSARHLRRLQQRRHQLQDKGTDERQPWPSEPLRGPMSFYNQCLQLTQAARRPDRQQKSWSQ
FXN GAA850 act = increases GAA850 frataxin promoter reporter activity; AID 540364; HEK293 lucGAA850 FXN promoter luciferase reporter, 24 h; percent of 10 µM SAHA response; 360,000 compounds, 0.56% hits; activation, % at 6 µM;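 active = activation above the average of all compounds screened plus 3 SD, cutoff fixed separately per campaign, cut at about 7.5% in these data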;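 note: 0% = DMSO wells and 100% = 10 µM SAHA wells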
Starred values were filed as active, the others as inactive; i = inactive; · = no result given.

canonical_smiles	hcDAF-12 act	SMARCA2 act	NR1D1 modulator	PG9 binder	PLC-beta3 inh	ssDAF12 agonist	DAX1 inh-1	DAX1 inh-2	hgDAF-12 ag	sPLA2-III inh	FXN GAA850 act
O=C(Cn1nnc(-c2ccc(Cl)cc2)n1)NC1CCN(Cc2ccccc2)CC1	-2.3	-2	-5	1.2	2	-0.6	-0.6	-0.6	-0.2	-16	-1.2
COc1ccc(/C=N/n2c(SC)nnc(C(C)(C)C)c2=O)cc1	-2.0	0	-4	0.6	2	-0.6	0.0	-0.6	-1.2	1	1.6
O=C(Cc1ccccc1[N+](=O)[O-])NCC1(c2cccc3c2OCO3)OCCO1	-2.1	-2	-1	-0.4	-1	-0.8	-0.3	0.7	-3.8	0	0.8
Cc1ccc(S(=O)(=O)NCc2n[nH]c(=S)n2C)cc1	-0.6	0	10	-1.2	2	-0.6	-0.4	3.1	0.8	2	-0.3
COc1cccc2cc(C(=O)N(C)C3CCN(C)CC3)c(=O)oc12	-1.1	1	0	-0.1	-38	-0.9	0.3	-0.3	3.0	8	0.1
O=C(CSCC(=O)N1CCN(c2ccccc2)CC1)Nc1nc(-c2ccc(Cl)s2)cs1	0.9	-1	-6	-0.8	-6	-0.6	0.1	-0.3	-0.2	-3	0.5
COc1ccc(NC2CCCN(C(=O)c3cccc(N(C)C)c3)C2)cc1 (stereo unspecified)	-2.6	2	-5	-0.5	-2	-1.2	-0.7	-1.1	2.4	5	-0.7
Cc1ccc(N=Cc2cc(C)n(C3CCCC3)c2C)cc1	-0.2	-1	1	0.7	-8	-0.6	-0.3	0.2	0.6	-1	-1.4
CC(C(=O)Nc1ncc([N+](=O)[O-])s1)N1C(=O)c2ccccc2S1(=O)=O (stereo unspecified)	-1.1	0	0	0.6	-9	-0.8	-1.8	-0.2	-2.3	7	0.4
NS(=O)(=O)c1ccc(N/N=C/c2ccccc2Br)cc1	-2.0	1	-6	-0.9	-30	-2.8	0.0	0.2	5.1	-28	2.2
CC(=O)c1ccc(NC(=O)C(Cc2ccccc2)n2cccc2)cc1 (stereo unspecified)	-1.3	-1	3	0.7	0	0.3	0.2	-1.9	0.9	-4	2.6
CCc1ccc(NC(=O)COc2cccc(-n3cnnn3)c2)cc1	-2.3	-1	-2	1.3	-6	-1.4	-0.1	-0.6	1.6	-10	0.7
CCC(C)[C@H](NC(=O)[C@H](Cc1ccccc1)n1c(=O)[nH]c2ccccc2c1=O)C(=O)NCC1CCC(C(=O)O)CC1 (stereo partly specified)	-1.0	1	3	-0.4	7	-0.9	0.7	-0.2	1.8	-4	0.1
CS(=O)(=O)Nc1ccc2c(c1)[C@H]1C[C@H](CC(=O)NCc3ccccc3)O[C@H](CO)[C@H]1O2	1.5	-3	3	-0.1	-3	-1.4	0.6	1.9	0.7	3	0.9
Cc1cccc(N2CCN(C(=O)c3ccnn3C)CC2)c1C	-2.5	-1	4	-1.4	-3	-0.8	-0.8	0.5	-1.4	-4	0.3
CC1(C(=O)NS(=O)(=O)c2ccc(Cl)cc2)CCN1C(=O)C1(c2ccc(Cl)cc2)CCC1 (stereo unspecified)	-1.7	-1	7	-0.2	-3	-1.6	-1.1	·	-2.2	-27	1.3
O=C(O)CC(NC(=O)C(F)(F)F)c1ccc2c(c1)OCO2 (stereo unspecified)	1.1	-1	1	-0.7	-1	-1.0	0.0	0.3	-0.4	-2	1.0
CC(C)CC(=O)Nc1ccc(-c2cn3cccnc3n2)cc1	-1.6	1	0	2.5	i	-1.0	0.6	-0.3	3.5	0	4.1
O=C(CN1C(=O)c2ccccc2C1=O)NCc1ccccn1	-1.2	4	0	-0.8	5	-0.6	-0.9	-0.1	2.3	7	-0.1
COc1cccc(OCc2cc(C(=O)N(C)Cc3nc4ccccc4[nH]3)no2)c1	-0.4	4	4	-0.6	-9	-0.8	1.2	0.9	8.6	-17	2.2
C=CCn1c(C(C)n2c(-c3cnccn3)nc3ccccc32)nc2ccccc21 (stereo unspecified)	-0.6	-1	4	0.7	-42	-0.8	0.2	·	-3.8	1	·
CC(C)(C)NC(=O)CSc1nc(N)c(-c2ccccc2)c(=O)[nH]1	-1.4	-1	3	0.8	1	-1.0	0.2	0.7	1.0	2	2.8
O=C(Nc1ccc(F)cc1)c1cc(S(=O)(=O)N2CCCCC2)cs1	-3.1	-5	-5	-0.9	1	-2.1	-2.5	-3.4	-5.8	-30	-2.9
O=S(=O)(NCc1ccccc1)c1ccc(Cl)c(S(=O)(=O)NCc2ccccc2)c1	-1.8	-5	0	3.9	-1	-1.2	-0.4	0.2	-0.5	-47	-4.0
O=C1Nc2ccccc2C1Cc1ccccn1 (stereo unspecified)	2.5	-1	10	-1.5	-17	-0.3	-0.3	0.6	0.7	-7	1.9
Cc1ccc(OCC(=O)N2CCc3ccccc3C2)c(C)c1	2.1	-2	10	0.4	-8	-1.4	0.1	0.2	0.0	10	3.1
COc1cccc(Oc2ncnc(N)c2[N+](=O)[O-])c1	0.8	1	2	-0.1	-1	-1.2	-0.1	-1.5	-1.4	1	-0.8
COc1ccc(-c2coc3cc(O[C@@H]4O[C@H](CO)[C@@H](O)[C@H](O)[C@H]4O)ccc3c2=O)cc1	5.6	6	8	-2.5	-20	-0.3	2.7	2.2	8.1	2	3.2
CCOc1ccc(CN2C(=O)c3ccccc3C2=O)cc1C(=O)N1CCC(C(N)=O)CC1	-1.2	-1	0	-0.7	-2	-1.2	1.0	0.3	3.7	5	2.0
COC(=O)/C=c1/sc2nc3ccccc3n2c1=O	0.8	0	3	1.5	0	-0.3	0.5	0.6	-0.2	2	0.3
O=C(c1cc2nc(-c3ccco3)cc(C(F)(F)F)n2n1)N1CCc2ccccc2C1	-0.3	1	6	-2.2	-169	-0.7	0.4	-0.4	-3.0	6	-0.4
CCC(Sc1nc2ccccc2s1)C(=O)Nc1nnc(C)s1 (stereo unspecified)	3.4	-2	9	1.6	-4	-0.2	0.3	0.7	3.4	19*	0.7
C/C(=N/O)c1cccc(N2Cc3ccccc3C2)c1	1.9	2	0	0.3	-8	-0.6	0.3	-1.4	1.5	-8	0.2
Cc1c(CC(=O)N[C@H](C(=O)O)C(C)C)c(=O)oc2cc3c(cc12)CCC(C)(C)O3	6.9*	6	0	-1.7	-236	-0.2	1.6	0.1	7.5	-6	3.9
O=C(Nc1ccccc1)c1ccc(-c2ccc([N+](=O)[O-])cc2)o1	-0.4	4	5	-0.8	-32	-0.9	-0.1	1.4	4.2	0	4.0
CCc1ccc2c(c1)NC(=O)C2(C)Cc1ccccc1OC (stereo unspecified)	-2.0	-2	-2	-0.3	-2	-1.7	-0.5	·	-3.9	-2	-1.8
CCN(CC(=O)NCc1cccs1)C(=O)c1cc(=O)[nH]c2ccccc12	0.8	0	-1	-2.4	-26	-0.9	0.0	0.0	2.5	-6	-0.9
O=C(Nc1nnc(-c2ccc(Cl)cc2)o1)c1nc2ccccc2s1	0.0	-3	0	1.7	1	-0.9	1.2	0.3	-1.1	-2	-1.4
Cc1cc(=O)oc2cc(OCC(=O)N/N=C/c3ccccc3[N+](=O)[O-])ccc12	2.0	3	-10	-1.9	-14	-1.0	-0.5	-3.0	-1.7	-7	-1.1
Cc1cc(C)c(C)c(OCCn2ccnc2)c1	-0.2	-5	-1	-1.8	2	-0.7	0.1	0.3	-1.6	-7	-1.2
CN(Cc1ccccc1)C(=O)c1nn2cccnc2c1Cl	-1.1	-3	-3	-0.4	-18	-1.6	0.3	1.1	-2.0	13	-0.8
Fc1ccc(Nc2nnc(-c3ccncc3)s2)cc1Cl	-0.1	1	-4	0.1	-62	-1.0	1.2	·	3.0	-8	3.9
CC(=O)c1cccc(NC(=O)C(C)OC(=O)Cc2c[nH]c3ccccc23)c1 (stereo unspecified)	0.2	-2	1	-3.0	-4	-1.2	-0.8	-0.3	-0.1	-79	-1.7
Cc1cccc(S(=O)(=O)Nc2ccc(-c3cn4ccccc4n3)cc2)c1	-1.3	-2	0	-1.6	-176	-1.8	-0.6	-1.4	1.1	-32	-3.6
N#Cc1c(-c2cccs2)nc(SCc2ccc(Cl)cc2)[nH]c1=O	1.5	-2	0	47*	-38	-0.9	-0.3	0.0	4.1	-175	-0.5
O=C(NCCCN1CCOCC1)c1cccc(S(=O)(=O)NCc2ccccc2)c1	0.3	0	-6	0.1	-4	-1.2	-2.0	0.5	-3.4	-3	-0.6
Cc1cc(C)c2cc(C#N)c(NCCNC(=O)c3cccnc3)nc2c1	-1.3	-2	-7	1.5	-119	-0.5	0.2	·	0.7	8	·
Oc1ccc(-c2nc(=S)[nH][nH]2)cc1	0.0	0	-3	0.7	-4	-1.3	0.2	-0.2	-0.9	2	0.4
Cn1c(CNC(=O)C2CCCCC2)cc2ccccc21	0.6	8.2*	0	0.7	1	-0.9	0.2	0.3	1.5	-2	-1.4
COc1cccc(-c2nc(CS(=O)(=O)CC(=O)NCCN3CCOCC3)c(C)o2)c1	1.0	-2	-2	-2.2	-8	-1.4	1.1	0.1	-1.8	1	-1.6
COc1ccc(Nc2oc(COc3ccccc3F)nc2C#N)cc1	-1.3	0	-1	-0.2	-3	-1.3	1.2	1.8	-1.6	-2	0.7
Cc1ccc(OCc2nc(-c3ccccc3)no2)c(C)c1	3.6	4	-2	-0.8	0	0.1	2.6	1.6	8.9	7	3.6
N/N=C(\c1ccccc1)c1cc(Cl)ccc1N	0.5	2	-3	-2.1	-9	-0.5	-0.4	-1.1	-0.1	3	1.5
COC(=O)[C@@]12C[C@@H](CC(=O)NCCCN3CCCC3=O)C(=O)N(Cc3ccc4c(c3)OCO4)C1=CCC(C)(C)C2	-0.3	3	7	-3.5	2	-1.0	0.6	·	-3.2	-4	·
CCC1OC23CCCCC2C(C#N)(C(=N)O3)C1(C#N)C#N (stereo unspecified)	0.0	0	-1	1.1	-343	-1.1	0.4	0.4	0.4	-5	0.2
Cn1c(SCC(=O)N2CCOCC2)nnc1-c1ccc(Cl)cc1Cl	-0.9	-4	1	1.9	-2	-0.2	-0.5	-1.0	1.7	3	-0.9
O=C(CCc1ccccc1)N1CCN(c2ccc(F)cc2)CC1	-0.2	-4	-1	0.1	-7	-1.9	-0.1	-0.3	1.8	4	-0.8
CCOC(=O)c1cc2occc2n1CC(=O)N1CCN(C(=O)c2ccco2)CC1	-1.3	-4	-6	1.5	-4	-0.5	0.1	-0.6	-1.3	9	-2.7
